Bioassay records (PubChem)
Tb PGK inh: inhibitors of T. brucei phosphoglycerate kinase | P07378 | PGK/GAPDH coupled, Kinase-Glo luminescence, 60 min | Potency, µM (highest dose often 57.5 µM), without a hit: at the top dose activity change, negative = inhibition, hits mostly inhibitors | hit rate 0.043% among 380,000 | AID 602233; note: potency is the fitted concentration of half-maximal effect; % is set by controls: 0 for no effect and ±100 for the full control effect; nearly all actives have a fitted effect of over 60% in size
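Luminescent ATP detection (Kinase-Glo Plus) follows a 60-minute room-temperature incubation, with wells lacking PGK as controls. Buffer: 100 mM TEA (pH 7.6), 5 mM MgCl2, 0.01% Tween-20. Coupling enzyme GAPDH (100 nM final) supplies unstable 1,3-BPG in-well.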
PI4K2A block: PI4K2A (human) kinase inhibition | purified PI4K2A, ADP-Glo luminescence, 1 h; hits give low values | AID 1346378 | activity change, negative = inhibition, % at 76.9 µM | hit rate 0.13% among 420,000 | Q9BTU6; in the data active = activity change below about -50%; inconclusive = mostly about -30% to -49%;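 note: -100% = wells without enzyme as full effect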
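ADP-Glo luminescence measured ADP generated by PI4K2A enzyme (4 ug/mL before mixing) with 1.2 mM PI substrate (pre-mix) and 300 microM ATP (pre-mix). Tris pH7.5 buffer with MgCl2, Triton X-100; 1 h reaction at ambient temperature.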
Pin1 inhibitor: blocks the human prolyl isomerase Pin1. Q13526. Pin1 FP peptide displacement, HiFluor488, 10 min. Potency, µM (highest dose often 115 µM), for the others: top-dose activity, negative = inhibition, usual class: inhibitors. hit rate 0.009% among 390,000. AID 504891; active = well fitted inhibition curve with a large enough effect in the polarisation, with a control signal flat, not every such curve was filed as active; inconclusive = small, poorly fitted or top-dose-only effect, or effect the other way, or a change in a side signal; inactive = no such curve, though single readings can be large or run the other way; the % refers to the polarisation; note: potency is the fitted concentration of half-maximal effect; % is set by controls: 0 for no effect and ±100 for the full control effect
JMJD2A Tudor: inhibitors of human JMJD2A Tudor domain | Potency, µM (series often up to 114 µM), inactives show top-dose activity change, negative = inhibition, usual class: inhibitors | O75164 | AID 504339 | AlphaScreen JMJD2A-Tudor / H3K4me3 peptide binding | hit rate 4.4% among 390,000; note: potency is the fitted concentration of half-maximal effect; % is set by controls: 0 for no effect and ±100 for the full control effect; nearly all actives have a fitted effect of over 50% in size
GLS inhibitor: inhibitors of human glutaminase (GLS). AID 624170. GLS enzymatic activity, qHTS titration. hit rate 0.21% among 410,000. Potency, µM (titrated, usually from 45.5 µM), inactives show at the highest dose activity change, negative = inhibition, most hits filed as inhibitors; note: potency is the fitted concentration of half-maximal effect; % is set by controls: 0 for no effect and ±100 for the full control effect
Target sequence (O94925 whole entry, looked up): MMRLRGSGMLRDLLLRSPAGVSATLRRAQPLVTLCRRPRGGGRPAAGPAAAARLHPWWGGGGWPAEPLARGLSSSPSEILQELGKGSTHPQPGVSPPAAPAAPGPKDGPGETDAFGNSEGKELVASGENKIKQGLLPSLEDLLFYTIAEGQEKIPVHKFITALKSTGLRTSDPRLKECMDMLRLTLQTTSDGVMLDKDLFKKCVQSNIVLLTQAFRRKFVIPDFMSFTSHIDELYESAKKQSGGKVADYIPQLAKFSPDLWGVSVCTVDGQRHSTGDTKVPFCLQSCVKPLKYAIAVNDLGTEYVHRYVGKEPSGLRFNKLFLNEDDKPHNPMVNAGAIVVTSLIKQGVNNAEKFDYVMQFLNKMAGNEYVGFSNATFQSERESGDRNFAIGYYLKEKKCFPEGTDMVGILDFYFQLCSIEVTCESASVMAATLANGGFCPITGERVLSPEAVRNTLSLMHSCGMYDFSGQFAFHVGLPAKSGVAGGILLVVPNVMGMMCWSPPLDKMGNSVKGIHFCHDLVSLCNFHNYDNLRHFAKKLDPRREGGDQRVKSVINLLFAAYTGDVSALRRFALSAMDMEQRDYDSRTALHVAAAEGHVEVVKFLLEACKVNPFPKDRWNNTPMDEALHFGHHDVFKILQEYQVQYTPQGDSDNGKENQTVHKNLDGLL
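Coupled fluorescence readout: glutamate oxidase/HRP/Amplex Red detect glutamate formed by hKGA from L-glutamine (1 mM solution added). Buffer 45 mM KH2PO4 pH 8.2, 0.02% Tween-20; reads at t0 and 30 min RT.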
G9a block: inhibitors of human histone lysine methyltransferase G9a. G9a H3K9 monomethylation, AlphaScreen, 2 h. Potency, µM (doses to about 102 µM), inactives show top-dose activity, negative = inhibition, hits mostly inhibitors. hit rate 8.8% among 350,000; note: potency is the fitted concentration of half-maximal effect; % is set by controls: 0 for no effect and ±100 for the full control effect; nearly all actives have a fitted effect of over 75% in size
Target sequence (Q96KQ7 913-1193 limits assumed): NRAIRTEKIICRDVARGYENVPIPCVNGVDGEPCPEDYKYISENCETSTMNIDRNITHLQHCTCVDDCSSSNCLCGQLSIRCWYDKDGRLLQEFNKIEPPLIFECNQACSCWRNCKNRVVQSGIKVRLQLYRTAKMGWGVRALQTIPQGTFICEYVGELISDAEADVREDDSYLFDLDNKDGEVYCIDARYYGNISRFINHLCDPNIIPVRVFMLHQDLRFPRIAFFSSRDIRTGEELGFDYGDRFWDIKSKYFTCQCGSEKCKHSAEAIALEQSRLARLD
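G9a (20 nM) preincubated 15 min RT with compounds, then 500 nM biotinylated H3K9 peptide and 20 uM SAM added; 2 h RT reaction. Monomethyl-H3K9 product detected by AlphaScreen with anti-H3K9me1 antibody, streptavidin donor and anti-rabbit IgG acceptor beads.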
ERG Ets-DNA blk: inhibitors of human ERG Ets domain-DNA interaction | P11308 | fluorescence polarization, His-ERG Ets domain / labelled DNA | Potency, µM (doses to about 76.9 µM), for inactives: at the highest dose FP activity, negative = inhibition, hits mostly inhibitors | hit rate 0.028% among 370,000 | AID 624246; active = well fitted inhibition curve with a large enough effect in the polarisation, with a control signal flat; inconclusive = small, poorly fitted or top-dose-only effect, or effect the other way, or a change in a side signal; inactive = no such curve, though single readings can be large or run the other way; the % refers to the polarisation;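 note: polarization taken with two DNA probes labelled with fluorescein and Texas red; potency is the fitted concentration of half-maximal effect; % of control where 0% means no effect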
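His-tagged ERG Ets domain (1 uM in the protein solution; 300mM KCl, 50mM Tris-HCl, 1mM EDTA, 1mM DTT, pH 7.5) received compound, then a probe mix of 5 nM fluorescein-DNA and 100nM Texas-615-DNA. Fluorescence polarization was read for both dyes.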
HP1b binding inh: blocks HP1-beta chromodomain binding to methylated histone tails. hit rate 0.56% among 390,000. AlphaScreen HP1-beta / biotin-H3K9me3 peptide binding. Potency, µM (doses to about 114 µM), for the others: at the highest dose activity change, negative = inhibition, actives largely listed as inhibitors; note: potency is the fitted concentration of half-maximal effect; nearly all actives have a fitted effect of over 70% in size; inactives centre near 23
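HP1-beta protein (50 nM final) preincubated 30 min at room temperature with biotinylated H3(1-18)K9me3 peptide (50 nM) in PBS pH 7.4, 0.01% Tween-20, then compound added for 30 min. AlphaScreen streptavidin donor/nickel chelate acceptor beads (10 ug/mL final), 30 min dark, luminescence read.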
BAZ2B block: inhibitors of human BAZ2B bromodomain | hit rate 4.4% among 360,000 | Q9UIF8 | AlphaScreen BAZ2B-H3K14Ac peptide displacement | Potency, µM (doses to about 114 µM), without a hit: at the highest dose activity change, negative = inhibition, actives largely listed as inhibitors | AID 504333; note: potency is the fitted concentration of half-maximal effect; % is set by controls: 0 for no effect and ±100 for the full control effect; nearly all actives have a fitted effect of over 60% in size
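AlphaScreen displacement: compounds (up to 110uM) incubated 30 min at room temperature with a preformed 50 nM BAZ2B/50 nM biotinylated H3K14Ac peptide complex in PBS pH 7.4 with Tween-20. Donor and acceptor beads at 10 ug/mL final added, 20 min light-protected before reading.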
Numbers without * were called inactive; i = inactive; ? = inconclusive; . = no result given; [ ] = another dose, or the depositor's remark. Unless noted, calls come from the whole dose curve; as a rule, active = well fitted curve in the direction sought with a large enough effect; inconclusive = small, poorly fitted or top-dose-only effect, or another doubt; inactive = no such curve, though single readings can be large; an effect the other way counts as inactive or inconclusive.

SMILES	Tb PGK inh	PI4K2A block	Pin1 inhibitor	JMJD2A Tudor	GLS inhibitor	G9a block	ERG Ets-DNA blk	HP1b binding inh	BAZ2B block
CCC(=O)N1c2ccccc2-c2nnc(SC)nc2OC1c1ccc(N(C)C)cc1 (stereo unspecified)	8%	6	0%	?	18%	?	3%	19%	?
CCOC(=O)C1CCCN(S(=O)(=O)c2ccc3[nH]c(=O)oc3c2)C1 (stereo unspecified)	-3%	-3	-1%	-20%	-6%	7%[59 µM]	-2%	11%	-15%
COc1ccc(C(=O)NCc2nnc(SCC(=O)NCc3ccco3)o2)cc1OC	-9%	-2	-6%	-17%	-1%	-15%	0%	17%	-21%
COc1ccc(CN(Cc2cc3cc4c(cc3[nH]c2=O)OCO4)C(=O)NC2CCCCC2)cc1	-9%	-5	13%	-26%	-7%	8%[59 µM]	-11%	15%	7%
CC(C)[C@H](NC(=O)c1ccco1)C(=O)N(C)Cc1c(F)cccc1Cl	3%	-11	-1%	-16%	5%	-4%[59 µM]	-3%	6%	6%
COc1ccc(CN(CC2CCCO2)C(=O)c2cc3ccccc3oc2=O)cc1 (stereo unspecified)	i	-3	0%	-12%	-1%	3%	-11%	24%	-14%
N/C(=N\O)c1ccccc1-n1cccc1	-9%	1	1%	-15%	26%	8%	-5%	28%	?
Cc1ccc(-c2nc(CS(=O)CC(=O)N3CCN(c4cccc(Cl)c4)CC3)c(C)o2)cc1 (stereo unspecified)	20%	-2	?	?	1%	?	2%	-16%	25µM*
CCC1(c2ccc(F)cc2)NC(=O)N(CC(=O)NCc2ccc(C)cc2)C1=O (stereo unspecified)	-8%	-17	3%	-8%	-21%	5%	8%	23%	5%
Cc1nc2ccc([N+](=O)[O-])cc2c(=O)n1Cc1ccc(F)cc1	-5%	-4	4%	-4%[57.1 µM]	0%	-7%	-3%	-19%	?
Cc1ccc(O)c(C(=O)c2cnc(/N=C(\N)N(C)C)nc2)c1	-7%	-4	?	3%	-10%	?	2%	31%[57 µM]	-20%
Cc1cc(F)ccc1S(=O)(=O)N1CCCOC1CNC(=O)C(=O)NCCc1c[nH]c2ccccc12 (stereo unspecified)	0%	2	19%	-30%	3%	-8%[59 µM]	-3%	1%	-39%
Cc1ccc(C(=O)NNCC(=O)Nc2ccc(Cl)cc2F)cc1	-2%	-4	-1%	-13%	11%	.	-15%	33%	.
CCN(CC)S(=O)(=O)c1cccc(-c2nnc(SCC(=O)NC3CCCCCCC3)n2N)c1	1%	-5	2%	-9%	1%	-31%[59 µM]	2%	29%	-4%
CC(C)(C)OC(=O)N/N=C\c1ccc(OC(=O)c2cccs2)cc1	-6%	1	-6%	-5%	9%	-2%	11%	34%	-3%
O=C(CCCN1C(=O)/C(=C\c2ccccc2)SC1=S)Nc1ccccc1O	11%	1	1%	-19%	0%	?	24%	13%	?
COC(=O)c1ccc(N=NN2CCCCCC2)cc1	-8%	-8	3%	30%	8%	13%	2%	92%[activator]	13%
O=S(=O)(NCc1ccccc1)c1cnc[nH]1	-3%	-15	-4%	-13%	2%	.	3%	19%	0%
CC(=O)N1c2c(cc(Br)cc2S(=O)(=O)N2CCN(C(=O)c3ccco3)CC2)CC1C (stereo unspecified)	-5%	0	0%	22µM*	7%	?	0%	-10%	-1%
O=C(Nc1nccs1)c1nc(-c2ccccc2)n(-c2ccccc2)n1	-7%	2	18%	?	-22%	?	-10%	29%	6%
O=C(N/N=C/c1cc(Br)ccc1O)c1ccncc1	-2%	-2	?	28µM*	18%	59%[activator][12.7 µM]	-5%	35%	20µM*
C=CCn1c(SCc2c(Cl)cccc2Cl)nnc1-c1cccnc1	-3%	0	-14%	-14%	-7%	-3%[59 µM]	0%	67%[activator]	-6%
O=C(CCNS(=O)(=O)c1ccc2nsnc2c1)N1CCN(c2ccncc2)CC1	i	0	4%	-12%	-3%	.	-2%	53%[activator]	.
COc1cccc(NC(=O)NC2(C(F)(F)F)Oc3ccccc3O2)c1	i	2	?	71µM*	25%	3.5µM*	11%	20%	11%
NC(=O)COC(=O)[C@H](Cc1c[nH]c2ccccc12)NC(=O)c1ccc(F)cc1	5%	-5	0%	-10%	11%	9%	-4%	8%	-4%

The list goes on, overlapping the part above by two compounds.
SMILES	Tb PGK inh	PI4K2A block	Pin1 inhibitor	JMJD2A Tudor	GLS inhibitor	G9a block	ERG Ets-DNA blk	HP1b binding inh	BAZ2B block
COc1cccc(NC(=O)NC2(C(F)(F)F)Oc3ccccc3O2)c1	i	2	?	71µM*	25%	3.5µM*	11%	20%	11%
NC(=O)COC(=O)[C@H](Cc1c[nH]c2ccccc12)NC(=O)c1ccc(F)cc1	5%	-5	0%	-10%	11%	9%	-4%	8%	-4%
Cc1cc(NC(=O)CSc2nc3ccsc3c(=O)n2NC(=O)c2ccccc2)no1	-4%	-3	0%	-4%	1%	-4%[59 µM]	-8%	7%	6%
Cn1c(=O)n(Cc2ccccc2F)c2ccccc21	-9%	-2	8%	3%[57.1 µM]	-14%	0%	-5%	82%[activator]	4%
Cc1ccccc1N=C1Nc2ccccc2CS1	0%	-14	-4%	-10%	7%	3%[59 µM]	-4%	26%	6%
CCn1c(CSc2nc(C)cs2)nc2cc(S(=O)(=O)N(C)C)ccc21	-5%	0	3%	-29%[57.1 µM]	0%	-10%[2.33 µM]	6%	-7%	7%
CN(CC(=O)Nc1ccc(Cl)cc1)C(=O)C1CCCC1	4%	1	-1%	-10%	3%	3%	-5%	19%	34%[activator]
O=C(CC1C(=O)N(c2ccccc2)C(=S)N1c1ccccc1)c1ccc(Br)cc1 (stereo unspecified)	20%	5	30%	-19%	-4%	?	1%	7%	0%
CC(C)c1nc(SCC(=O)Nc2nc3c(s2)CCCC3)c2ccccc2n1	-4%	-4	16%	?	-4%	-47%[59 µM]	.	19%	-36%
Cc1oc(-c2ccc3c(c2)OCCO3)cc1C(=O)NC(CCC(=O)O)C(=O)O (stereo unspecified)	11%	1	-3%	-11%	2%	?	-6%	46%[activator]	?
COc1ccc(CN(C)C[C@H]2Oc3c(NC(=O)Nc4ccccc4)cccc3C(=O)N([C@H](C)CO)C[C@@H]2C)cc1	7%	0	0%	-21%	11%	.	-9%	23%	.
COc1ccc(CN(C)C2CCCCC2)c(C)c1C	-1%	1	3%	-2%	29%	15%[0.501 µM]	.	5%	?
NNC(=O)c1ccc(N2CCCCCC2)c([N+](=O)[O-])c1	i	1	0%	-28%	-29%	?	-7%	2%	-25%
COc1ccc2sc(-c3ccc(N(C)C)cc3)c(C#CCCO)c2c1	-3%	2	13%	-57%	19%	-1%[0.501 µM]	-6%	-10%	?
C[N+]1(CC(=O)Nc2ccc(F)cc2)CCN(C(=O)c2ccco2)CC1	-6%	-4	-1%	-1%	-1%	13%	7%	10%	-9%
CC(Cc1ccccc1)C(=O)Nc1ccccc1 (stereo unspecified)	-2%	-1	-5%	-13%	1%	-8%	-3%	25%	-12%
CCC(C)c1ccc(C(CC)NC(=O)C2CCCO2)cc1 (stereo unspecified)	-1%	-1	-1%	-2%	8%	.	5%	37%	-6%
CC(C)CC(=O)c1c[nH]c(C(=O)O)c1	-2%	-2	-12%	-12%	16%	5%	6%	14%	-12%
O=C(O)Cc1sc(NCCc2ccccc2)nc1-c1ccc(F)cc1	i	0	32%[activator]	-32%	0%	?	3%	3%	-18%
CC(C)CCNC(=O)COC(=O)/C=C/c1ccc2ccccc2n1	-5%	4	5%	-20%	5%	-23%	-17%	16%	4%
Cc1ccc(C2CC(C(F)F)n3ncc(C(=O)Nc4c(C)nn(Cc5c(F)cccc5Cl)c4C)c3N2)cc1 (stereo unspecified)	-6%	-5	-1%	-29%[57.1 µM]	2%	-7%[59 µM]	-8%	?	-6%
CC(C)(C)n1ncc2c(=O)n(CC(=O)OCc3ccccc3)cnc21	-2%	-8	-2%	-11%	4%	.	6%	18%	-4%
COc1ccc(OC)c(NC(=O)COC(=O)C2CCCCC2)c1	-1%	-5	-5%	-4%	-12%	.	11%	29%	.
Cc1nc(Nc2ccccc2C(F)(F)F)sc1C(=O)N(C)C	i	-2	-6%	-19%	-2%	?	7%	14%	.
c1ccc(-c2nnc(-c3ccco3)n2-c2ccccc2)cc1	-3%	6	1%	-29%	-1%	-39%[59 µM]	2%	7%	-7%
COc1ccc2c(c1)N(C)/C(=C/c1cccc[n+]1C)S2	-2%	-3	-4%	?	1%	35µM*	-6%	34%	?
O=C(CCN1CCCCCC1)Nc1ccccc1F	i	-2	-12%	-6%	3%	.	-2%	24%	.
N#CCCN(C(=S)NC(=O)c1ccco1)c1ccccc1F	-10%	2	-5%	-33%	22%	25µM*	7%	-20%	-24%
CC(C)(C)c1cc(C(F)(F)F)nc(SCCCNC(=O)c2ccco2)n1	-5%	2	-5%	0%	-5%	-33%	-9%	32%	3%
C=CCn1c(SCC(=O)N2CCCC2)nc2scc(-c3cccs3)c2c1=O	-5%	-2	1%	-11%	-15%	-40%[59 µM]	4%	36%	-7%
Cc1ccc(C(=O)CNc2ccccc2)cc1	-3%	0	6%	-1%	6%	?	4%	-18%	-15%
